ASAP1 GAP inh – ASAP1 ArfGAP inhibition. Q9ULH1. AID 624377. ASAP1-stimulated ARF1 GTP hydrolysis, GDP FP detection. inhibition, % at 16.5 µM. 360,000 tested, 0.19% active; in the data active = inhibition above about 25%;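 also: 0% = vehicle with enzyme and substrate and 100% = no enzyme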
ADAM17 inh – inhibitors of human ADAM17 | P78536 | recombinant ADAM17, EDANS/DABCYL FRET peptide cleavage | inhibition, % at 6.95 µM | 370,000 tested, 0.83% active | AID 720648;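 active = inhibition above the mean of compounds lying between control limits plus 3 SD, set per campaign, cut at about 8.5% in these data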;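 also: 0% = DMSO-only wells as the low control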
Tn6 DDE FP – DD(E)-Tn6 binding inhibition, primary FP screen | P02675 | Fibrin DD(E) TRITC-Tn6 fluorescence polarization displacement | inhibition, % at 8.3 µM | 370,000 tested, 0.21% active | AID 720509;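 active = inhibition above a per-campaign cutoff: mean of compounds within control limits plus 3 SD, cut at about 15% in these data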;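 also: 0% = median of all compound wells on the plate and 100% = blocking peptide control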
ADAM10 inh – inhibits human ADAM10. O14672. recombinant ADAM10, EDANS/DABCYL FRET peptide cleavage, 3 h. inhibition, % at 7 µM. 370,000 tested, 0.62% active;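 active = inhibition above a per-campaign cutoff equal to the mean of compounds falling between control-based bounds plus 3 SD, cut at about 20% in these data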;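 also: 0% = DMSO wells while the 100% control is not disclosed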
TDP2 inh – TDP2 (human) inhibition, absorbance primary screen; O95551; recombinant TDP2, T5PNP hydrolysis, p-nitrophenol absorbance 415 nm; inhibition, % at 12.8 µM; 370,000 tested, 0.34% active; AID 720702;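 active = inhibition above the mean of all tested compounds plus 3 SD, set per campaign, cut at about 25% in these data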;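 also: 0% = DMSO with enzyme and 100% = buffer with substrate but no TDP2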
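System – recombinant human TDP2 · Amount – 120 nM TDP2 per well · Buffer or medium – Mg2+-containing Tris-HCl buffer, pH 7.5 · Reagent – T5PNP substrate, 5 mM · Dosing – 12.8 µM single point, 1% DMSO · Incubation – 2 h at 37 °C · Measured by – epi absorbance · Read-out basis – percent inhibition · Benchmarks – high control without enzyme, low control DMSO plus TDP2 · Repeats – singlicate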
DDE Tn7 FP inh – disrupts Tn7 cyclic peptide binding to fibrin D-Dimer-E complex; P02675; FP displacement of FITC-Tn7 peptide from fibrin DD(E); 0% = median of compound wells per plate; inhibition, % at 8.3 µM; 370,000 tested, 0.13% active; AID 720508;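 active = inhibition above the mean of compounds falling within the control limits plus 3 SD of them, cut at about 14% in these data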;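 also: 0% = plate median of compound wells and 100% = 10 µM Aha-Tn7 peptide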
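Assay system: Fibrin-DD(E) protein isolated from polymerized human fibrin clots; read-out basis: percent inhibition; medium: Tris/NaCl/CaCl2 buffer, pH 7.8; signal: FP measurement; incubation: 10 min plus 3 h, room temperature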
PLCg1 inh – inhibitors of human phospholipase C gamma1; P19174; purified PLC-gamma1, fluorogenic substrate, fluorescence; inhibition, % at 12.2 µM; 370,000 tested, 0.84% active; in the data active = inhibition above about 9.5%
ARFGAP1 inh – rat ARFGAP1 inhibition; Q62848; Arfgap1-stimulated ARF1 GTP hydrolysis, GDP FP detection; inhibition, % at 16.5 µM; 360,000 tested, 0.26% active; AID 651572;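 active = inhibition above a per-plate limit, mean inhibition of low control wells plus 3 SD, cut at about 25% in these data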;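 also: 0% = DMSO wells with enzyme and 100% = wells lacking Arfgap1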
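Assay system: purified rat His6-Arfgap1 residues 1-136 (GAP domain); Reagent: human Δ17 ARF1 bound to GTP; Dosing: 16.5 µM single point, 1.26% DMSO; Times: GTP hydrolysis reaction 2 h at 25 °C; Signal: FP, GDP Alexa 633 tracer displaced from anti-GDP antibody, 620/688 nm; Measure: % inhibition from polarization.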
KLK7 zymogen act – activators of human kallikrein-7 zymogen; P49862; purified proKLK7, EDANS-DABCYL substrate fluorescence; 100% is mature enzyme control, 0% vehicle; activation, % at 7 µM; 370,000 tested, 0.9% active;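 active = activation above the mean of all tested compounds plus 3 SD, computed per campaign excluding outliers beyond control limits, cut at about 13% in these data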
LEDGF integ inh – blocks HIV-1 LEDGF/p75-dependent DNA integration; TR-FRET IN-LEDGF/p75 DNA integration, Eu/Cy5; inhibition, % at 3.7 µM; 370,000 tested, 0.64% active; AID 743269;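 active = inhibition above the screen-wide mean plus 3 SD, cut at about 13% in these data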;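 also: signal is the Cy5 over europium emission ratio at 671 and 618 nm; 0% = plate median of compound wells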
Numbers without * were called inactive; i = inactive; · = no result given.

The first 2 entries (preview)
[1] O=C(OC(C(=O)NCc1ccccc1)c1ccccc1)c1ccco1 (configuration not stated)
[2] CCOP(=O)(OCC)C1NC(=O)N(c2ccccc2)C1=O (configuration not stated)
entry no. | 1 | 2
ASAP1 GAP inh | -7 | 10
ADAM17 inh | -2 | -4
Tn6 DDE FP | 3 | -6
ADAM10 inh | 4 | -9
TDP2 inh | 14 | 10
DDE Tn7 FP inh | 5 | -4
PLCg1 inh | 0 | 0
ARFGAP1 inh | -6 | 9
KLK7 zymogen act | 0.1 | 1.2
LEDGF integ inh | -3 | -1

This part in full (from the top)
[1] O=C(OC(C(=O)NCc1ccccc1)c1ccccc1)c1ccco1 (configuration not stated)
[2] CCOP(=O)(OCC)C1NC(=O)N(c2ccccc2)C1=O (configuration not stated)
[3] COc1ccc(S(=O)(=O)N(CC(=O)NC2CC2)c2ccc(C)cc2)cc1
[4] CCc1ccc(C(CC(=O)O)N2Cc3ccccc3C2=O)cc1 (configuration not stated)
[5] COc1ccc(C2=NN(C(=O)c3ccco3)C(c3ccco3)C2)cc1OC (configuration not stated)
[6] O=C(Cn1cnc2c(NCc3ccccc3)ncnc21)NCCCc1ccccc1
[7] CCCC(=O)OCC(=O)Nc1ccc2[nH]c(=O)[nH]c2c1
[8] Cc1oc(-c2ccccc2Cl)nc1CS(=O)(=O)CC(=O)NC(C)c1ccccc1 (configuration not stated)
[9] Nc1[nH]c(C(=O)c2ccccc2)c(-c2ccc(Cl)cc2Cl)c1C(=O)NCCC1=CCCCC1
[10] COc1ccc(/C=C2/SC(=S)N(CC(=O)O)C2=O)cc1OCc1ccc(Cl)cc1
entry no. | 1 | 2 | 3 | 4 | 5 | 6 | 7 | 8 | 9 | 10
ASAP1 GAP inh | -7 | 10 | 6 | -14 | -5 | 8 | -13 | -8 | · | 12
ADAM17 inh | -2 | -4 | -1 | -4 | -2 | -2 | -4 | 3 | -7 | -3
Tn6 DDE FP | 3 | -6 | -1 | -1 | -1 | 1 | -8 | 9 | 0 | 5
ADAM10 inh | 4 | -9 | 5 | -3 | -3 | 4 | -21 | 1 | -15 | 1
TDP2 inh | 14 | 10 | -8 | -4 | 1 | -7 | -7 | -2 | 0 | -2
DDE Tn7 FP inh | 5 | -4 | 3 | 8 | 7 | 4 | -3 | -1 | 1 | -6
PLCg1 inh | 0 | 0 | 4 | 1 | -11 | 1 | -5 | 6 | 8 | 1
ARFGAP1 inh | -6 | 9 | 2 | -9 | -9 | 7 | 17 | -3 | · | -1
KLK7 zymogen act | 0.1 | 1.2 | 0.3 | 0.0 | -0.5 | 0.6 | 0.6 | 1.6 | · | 0.5
LEDGF integ inh | -3 | -1 | 1 | -1 | 1 | -2 | 1 | -1 | -3 | 11

[11] O=C(COc1ccc(Nc2ccccc2)cc1)Nc1ccncc1
[12] O=C(NCc1ccccc1)c1cccc(COc2cccc(Cl)c2)c1
[13] CCOC(=O)Cn1cc(C#N)c(=O)[nH]c1=O
[14] C/C(Cn1nc([N+](=O)[O-])cc1C)=N\NC(=O)c1ccc(C(C)(C)C)cc1
[15] CCCCSC(=O)Nc1ccccc1
[16] CSc1ccc(NC(=O)NCc2cccnc2)cc1
[17] CCOC(=O)c1cnn(-c2nc(SC)nc3sc4c(c23)CCCC4)c1N
[18] CC(C)c1cccc(C(C)C)c1Nc1cn[nH]c1
[19] CCCCCC(=O)NC(=S)Nc1ccc(N2CCCCC2)c(Cl)c1
[20] CCOC(=O)CNC(=O)N1CCCC(C(=O)c2ccc3c(c2)OCO3)C1 (configuration not stated)
entry no. | 11 | 12 | 13 | 14 | 15 | 16 | 17 | 18 | 19 | 20
ASAP1 GAP inh | -6 | 2 | -14 | 9 | 2 | -7 | 2 | 13 | -11 | -7
ADAM17 inh | 2 | 7 | -4 | 2 | 0 | -4 | 2 | 2 | 4 | -5
Tn6 DDE FP | 2 | -1 | -6 | 2 | -4 | -5 | -7 | -4 | -6 | -4
ADAM10 inh | -9 | 8 | -4 | 7 | 4 | -2 | 1 | 3 | 7 | -10
TDP2 inh | -8 | -4 | -11 | -1 | -5 | -5 | -5 | -1 | -7 | -6
DDE Tn7 FP inh | -5 | -3 | 0 | 6 | -1 | 0 | -8 | -4 | -7 | -1
PLCg1 inh | 1 | 1 | 0 | -1 | 2 | -1 | 2 | 3 | 4 | -3
ARFGAP1 inh | 14 | 11 | 4 | 6 | 5 | -12 | -1 | 16 | 4 | 2
KLK7 zymogen act | 0.4 | -0.1 | 0.8 | 0.6 | -0.4 | 0.8 | -0.4 | 0.3 | 0.7 | -0.6
LEDGF integ inh | -2 | 1 | 3 | -3 | -1 | 4 | -3 | 2 | 3 | 0

[21] Cc1nc([N+](=O)[O-])cn1CC(O)c1ccc(F)cc1 (configuration not stated)
[22] O=C(Cn1c(=S)[nH]c2ccccc2c1=O)N1CCN(c2ccc(F)cc2)CC1
[23] CCCN(Cc1cc2cc(C)ccc2[nH]c1=O)C(=O)c1ccccn1
[24] CC[C@@]1(C(=O)OC)N[C@H](CN(C)C(=O)c2ccc(F)cc2)[C@@H]2C(=O)N(Cc3ccccc3)C(=O)[C@@H]21
[25] Cc1cccc(OCC(=O)Nc2ccc3c(c2)nc(CCN2CCN(c4ccccn4)CC2)n3C)c1
[26] COc1ccc(C(=O)NNC(=O)CSc2nnc(COc3ccccc3)n2C)cc1
[27] CC1(C(=O)NS(=O)(=O)c2cccc(Cl)c2)CCN1C(=O)c1ccccc1 (configuration not stated)
[28] CC12CCCC(CC(=O)O)(C1)NC(=O)C2 (configuration not stated)
[29] CC/C(C)=N/Nc1nc2c(c(=O)[nH]c(=O)n2C)n1Cc1ccccc1
[30] CC(Sc1nnc(-c2cccnc2)o1)C(=O)NC1CCCC1 (configuration not stated)
entry no. | 21 | 22 | 23 | 24 | 25 | 26 | 27 | 28 | 29 | 30
ASAP1 GAP inh | -5 | 0 | -6 | 2 | 2 | 3 | -7 | 0 | 12 | -1
ADAM17 inh | -1 | -2 | -14 | 6 | -7 | -3 | 2 | -8 | 9.1* | 0
Tn6 DDE FP | 0 | -5 | 5 | 1 | 4 | 2 | 7 | -5 | 3 | 2
ADAM10 inh | 0 | -2 | -31 | -6 | -15 | 1 | 1 | -6 | 14 | -10
TDP2 inh | -10 | 1 | 12 | -12 | 14 | 2 | 4 | -7 | -25 | -4
DDE Tn7 FP inh | 5 | -5 | 2 | -5 | 6 | 1 | 2 | 1 | -3 | 6
PLCg1 inh | 4 | -1 | -1 | 7 | 1 | -1 | -13 | 8 | -4 | 1
ARFGAP1 inh | 12 | -4 | -2 | 2 | 7 | 5 | 2 | -5 | -7 | 8
KLK7 zymogen act | -0.1 | -0.6 | -0.6 | -0.3 | 1.4 | -0.3 | 0.4 | 0.5 | -0.1 | -0.7
LEDGF integ inh | -1 | -5 | -3 | 5 | -1 | -2 | 3 | 4 | 8 | 2

Record cards, as listed above. Values in the order: ASAP1 GAP inh | ADAM17 inh | Tn6 DDE FP | ADAM10 inh | TDP2 inh | DDE Tn7 FP inh | PLCg1 inh | ARFGAP1 inh | KLK7 zymogen act | LEDGF integ inh
Profile of CCCN(Cc1cc2cc(C)ccc2[nH]c1=O)C(=O)c1ccccn1 → -6 | -14 | 5 | -31 | 12 | 2 | -1 | -2 | -0.6 | -3
Profile of Cc1cccc(OCC(=O)Nc2ccc3c(c2)nc(CCN2CCN(c4ccccn4)CC2)n3C)c1 → 2 | -7 | 4 | -15 | 14 | 6 | 1 | 7 | 1.4 | -1

(continued)
[31] CCCCNC(=O)CCC(=O)Nc1ccc2nc(N3CCC(C)CC3)cc(C)c2c1
[32] COc1ccc(CCN2CC(C(=O)NCc3cc(C)on3)CCC2=O)cc1 (configuration not stated)
[33] COc1ccc(C(=O)NCCC2=CCCCC2)cc1[N+](=O)[O-]
[34] CCC1(CC)NC(=O)N(CC(=O)Nc2ccc(OCc3ccccc3)cc2)C1=O
[35] Cc1ccccc1C(=O)NC(=S)NCCN1CCOCC1
[36] O=C(CSc1ncc(C(F)(F)F)cc1Cl)NCC1CCCO1 (configuration not stated)
[37] CC(C)Oc1ccccc1/C=N/NC(=O)C1CC1
[38] COc1ccc(NCc2ccc3c(c2)OCO3)cc1Cl
[39] COc1ccc(NC(=O)c2cc3c(=O)n(C)c4ccccc4c3s2)cc1OC
[40] O=C(NCCc1ccccn1)c1cc(-c2ccc(Cl)cc2)nc2ccccc12
entry no. | 31 | 32 | 33 | 34 | 35 | 36 | 37 | 38 | 39 | 40
ASAP1 GAP inh | 6 | 8 | 10 | -6 | -4 | -5 | 7 | -2 | 5 | 3
ADAM17 inh | -218 | -2 | -3 | -5 | 5 | -1 | -7 | -2 | -1 | -19
Tn6 DDE FP | 1 | -9 | -3 | 5 | 6 | -4 | -5 | 3 | -1 | -2
ADAM10 inh | i | -6 | 1 | -10 | 1 | 5 | -4 | -1 | 0 | -43
TDP2 inh | -10 | -3 | -2 | -2 | 3 | 5 | 7 | 8 | 9 | -8
DDE Tn7 FP inh | 2 | -12 | 6 | -2 | -3 | 1 | 8 | 2 | 5 | 13
PLCg1 inh | -98 | 3 | -1 | -1 | 9 | 4 | 0 | 1 | 1 | -2
ARFGAP1 inh | -10 | 12 | -13 | 13 | 7 | 9 | -8 | -5 | -11 | 7
KLK7 zymogen act | -7.3 | -0.3 | -1.0 | -0.1 | 0.0 | -0.1 | -0.1 | -0.2 | -0.5 | -0.5
LEDGF integ inh | 1 | 2 | 0 | 1 | 2 | 1 | -1 | 1 | 2 | 0

[41] COc1ccc([N+](=O)[O-])cc1NC(=O)c1cc(C)c(C)o1
[42] CN(CCc1ccccc1)C(=O)c1cc(COc2cccc(C(F)(F)F)c2)on1
[43] CC(=O)/C=C(\C)Nc1c(C)n(C)n(-c2ccccc2)c1=O
[44] COc1ccc(CC(N)c2csc(NC(=O)c3cc(C(C)(C)C)nn3Cc3ccccc3)n2)cc1 (configuration not stated)
[45] N#Cc1cnc2c(-c3ccccc3)c(-c3ccccc3)nn2c1N
[46] CCCCn1c(N)c(N(CCOC)C(=O)CCS(=O)(=O)c2ccc(Cl)cc2)c(=O)[nH]c1=O
entry no. | 41 | 42 | 43 | 44 | 45 | 46
ASAP1 GAP inh | -8 | -10 | -11 | -1 | -3 | -2
ADAM17 inh | -4 | 1 | -3 | 2 | -3 | 0
Tn6 DDE FP | 1 | -1 | 9 | -6 | -8 | 7
ADAM10 inh | -9 | 21* | -2 | -12 | 0 | -19
TDP2 inh | 7 | -21 | 5 | -11 | 5 | 6
DDE Tn7 FP inh | 2 | 9 | 1 | -8 | 0 | -1
PLCg1 inh | 1 | 2 | -1 | -3 | -13 | 0
ARFGAP1 inh | 6 | 3 | 11 | 10 | -2 | 9
KLK7 zymogen act | -0.7 | 0.2 | 0.2 | -1.4 | -1.6 | -0.3
LEDGF integ inh | 1 | -7 | 1 | 4 | -1 | -3
